# Screening results deposited in PubChem BioAssay by several laboratories.
# TPT1 inh: Candida albicans TPT1 enzyme inhibitors, primary screen, biochemical, fluorescence polarization; recombinant caTPT1, FP RNA substrate dephosphorylation; inhibition, % at 5 µM; actives 0.81% (n = 300,000); AID 1962, 2009;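 active = inhibition above the mean of all tested compounds plus 3 SD, set per screening campaign, cut at about 24% in these data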;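 note: plate controls were DMSO alone for no effect and ferristatin control at 100 nM for full effect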
# PP1 counter: PP1-alpha phosphatase inhibitors, primary screen, counter-screen for PP5 inhibitor project, biochemical, fluorescence, OMFP substrate, single point; Serine/threonine-protein phosphatase PP1-alpha catalytic subunit (Homo sapiens), P62136; purified PP1alpha; inhibition, % at 6.7 µM; actives 0.9% (n = 320,000); AID 2235, 2010;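 active = inhibition above the mean inhibition of all tested compounds plus 3 SD, computed separately for each screening campaign, cut at about 15% in these data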
# Target sequence (P62136 whole entry, looked up): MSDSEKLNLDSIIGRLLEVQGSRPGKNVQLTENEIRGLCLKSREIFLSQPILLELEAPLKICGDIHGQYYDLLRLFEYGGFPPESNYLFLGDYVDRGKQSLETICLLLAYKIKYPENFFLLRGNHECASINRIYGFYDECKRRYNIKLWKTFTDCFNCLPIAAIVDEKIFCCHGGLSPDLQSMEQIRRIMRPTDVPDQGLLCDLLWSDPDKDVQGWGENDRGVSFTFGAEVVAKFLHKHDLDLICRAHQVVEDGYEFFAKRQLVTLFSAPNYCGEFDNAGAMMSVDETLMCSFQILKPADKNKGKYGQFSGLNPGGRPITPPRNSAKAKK
# LYPLA2 inh: LYPLA2 inhibitors, primary screen, counter-screen for PME1 inhibitor project, biochemical, fluorescence polarization, FP-Rh probe ABPP; Acyl-protein thioesterase 2 (Homo sapiens), O95372; inhibition, % at 5.9 µM; actives 0.38% (n = 320,000); AID 2177, 2009; recombinant LYPLA2;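 active = inhibition above the screen-wide mean plus 3 SD, limit set per campaign, cut at about 26% in these data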;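 note: 0% = LYPLA2 with DMSO and 100% = wells lacking LYPLA2 enzyme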
# Target sequence (O95372 whole entry, looked up): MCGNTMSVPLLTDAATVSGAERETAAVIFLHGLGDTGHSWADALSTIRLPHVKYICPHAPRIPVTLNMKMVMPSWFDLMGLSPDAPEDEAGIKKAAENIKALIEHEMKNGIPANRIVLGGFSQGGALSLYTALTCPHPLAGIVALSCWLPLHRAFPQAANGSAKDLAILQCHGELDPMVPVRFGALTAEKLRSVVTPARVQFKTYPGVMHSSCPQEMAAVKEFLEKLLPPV
# PP5 primary: PP5 phosphatase inhibitors, primary screen, biochemical, fluorescence | Serine/threonine-protein phosphatase 5 (Homo sapiens), P53041 | purified PP5c, OMFP substrate fluorescence | inhibition, % at 6.7 µM | actives 0.18% (n = 320,000) | AID 1987, 2009;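 active = inhibition above the campaign's mean inhibition across all tested compounds plus 3 SD, cut at about 9.5% in these data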;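 note: 0% = DMSO only and 100% = 100 µM cantharidin control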
# Target sequence (P53041 whole entry, looked up): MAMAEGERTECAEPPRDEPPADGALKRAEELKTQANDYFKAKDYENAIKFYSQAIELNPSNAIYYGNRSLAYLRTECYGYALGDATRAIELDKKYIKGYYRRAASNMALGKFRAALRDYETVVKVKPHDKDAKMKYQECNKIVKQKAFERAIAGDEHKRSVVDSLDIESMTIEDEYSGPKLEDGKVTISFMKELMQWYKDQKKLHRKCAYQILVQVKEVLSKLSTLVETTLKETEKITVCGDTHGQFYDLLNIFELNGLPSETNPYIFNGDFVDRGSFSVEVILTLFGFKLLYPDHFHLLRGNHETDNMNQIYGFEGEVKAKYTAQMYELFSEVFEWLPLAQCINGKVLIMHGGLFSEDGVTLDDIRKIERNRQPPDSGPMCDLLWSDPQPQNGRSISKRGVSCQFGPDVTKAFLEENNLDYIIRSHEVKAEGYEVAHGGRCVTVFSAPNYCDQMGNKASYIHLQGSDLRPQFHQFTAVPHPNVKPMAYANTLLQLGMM
# Efflux pump inh: inhibitors of Candida efflux pumps in yeast, primary screen, S. cerevisiae, Nile Red, multiplex; S. cerevisiae Candida pump triplex; inhibition, % at 10 µM; actives 0.44% (n = 330,000); AID 485275, 2010;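 active = plate passing quality check with inhibition over a set limit, or well fluorescence over plate mean plus 4 SD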;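 note: Nile Red retained in pooled yeast measured as flow cytometry median fluorescence; 0% = buffer negative control and 100% = Enniatin B positive control; higher means more Nile Red kept so more efflux inhibition; some compounds called inactive have numbers as strong as hits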
# Fh CTSL1 inh: Fasciola hepatica cathepsin L1 inhibitors, primary screen, counter-screen for PFM18AAP inhibitor project, biochemical, QFRET, fluorogenic peptide substrate. inhibition, % at 5.96 µM. recombinant F. hepatica cathepsin L1, Z-Leu-Arg-MCA fluorescence. actives 0.49% (n = 300,000);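 active = inhibition above the mean of all tested compounds plus 3 SD, set per screening campaign, cut at about 17% in these data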;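 note: 0% = plate median of test compound wells and 100% = 1 µM Z-Phe-Ala-diazomethylketone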
# core dimer inh: inhibitors of HCV core protein dimerization, primary screen, biochemical, TR-FRET, high-throughput; actives 0.33% (n = 300,000); inhibition, % at 5 µM; TR-FRET GST/Flag-core106 dimerization, 1536-well;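 active = inhibition above the mean of all tested compounds plus 3 SD, set per screening campaign, cut at about 45% in these data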
#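 System: GST-tagged and Flag-tagged HCV core protein residues 1-106 / Input: core106 proteins, GST 13.5 nM and Flag 17 nM / Buffer or medium: KF-containing HEPES buffer, pH 7.45, DTT, CHAPS, BSA / Probe or stimulus: Eu-anti-GST and XL665-anti-Flag labelled anti-tag antibodies / Schedule: 4 h, 22.5 °C incubation / Technique: TR-FRET 671 and 617 nm emission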
# PREPL inhibitor: PREPL enzyme inhibitors, primary screen, biochemical, fluorescence polarization. recombinant PREPL, fluorescence polarization activity-based probe. Prolyl endopeptidase-like (Homo sapiens), Q4J6C6. actives 0.68% (n = 320,000). inhibition, % at 5.96 µM; in the data active = inhibition above about 43%;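 note: 0% = enzyme with DMSO and 100% = wells lacking enzyme; many of its hits are not listed in these tables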
# GASC-1 inh: inhibitors of GASC-1 histone demethylase, primary screen, biochemical, fluorescence, DELFIA europium. GST-JMJD2C(1-420) H3K9me3 demethylation. actives 0.069% (n = 330,000). Lysine-specific demethylase 4C (Homo sapiens), Q9H3R0. inhibition, % at 2.35 µM;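 active = more than half of a compound's replicate wells show inhibition beyond 50%, single wells judged on their own value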;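 note: signal counts dimethyl H3K9 product captured on neutravidin plate; 0% = median of DMSO wells and 100% = 0.3 times that DMSO median; strong numbers were not always called active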
# Starred values were filed as active, the others as inactive; . = not tested or not shown; & = joins results of further samples.
SMILES,TPT1 inh,PP1 counter,LYPLA2 inh,PP5 primary,Efflux pump inh,Fh CTSL1 inh,core dimer inh,PREPL inhibitor,GASC-1 inh
CCCc1cc(C(=O)OC)c(NC(=O)CCC(=O)O)s1,-1,0,0,3.7,0.1,-1,0,-2,-1
Oc1c(Cl)cc(Cl)cc1/C=N/c1nccs1,-1,-1,2,-0.5,-0.2,0,23,4,-50
COc1ccc(F)c(CN2CCC(n3nccc3NC(=O)CCCc3ccccc3)CC2)c1,-2,-4,-2,3.9,0.0,0,4,15,-1
C=CCn1c(SCc2ccc(C#N)cc2)nnc1-c1ccccc1,-1,-3,3,2.2,0.1,2,3,11,-16
COc1ccc(Oc2c(Cl)cnn(-c3ccc(F)cc3)c2=O)cc1,2,6,9,3.2,0.0,1,-19,-14,1
CC(C)C(=O)NC(NC1CCS(=O)(=O)C1)C(Cl)(Cl)Cl (configuration not stated),-4,1,5,0.2,-0.1,6,-3,21,2
COc1ccc(C(CC(=O)NCc2ccccc2)Sc2n[nH]c(-c3ccc(Cl)cc3)n2)cc1 (configuration not stated),1,6,-1,0.1,0.1,-6,0,1,7
CC(C)NC(=S)Nc1ccc2[nH]c(=O)[nH]c2c1,-1,-3,6,1.9,-0.2,1,-6,25,-5
Cc1occc1C(=O)NNC(=O)Nc1ccc(Cl)c(Cl)c1,-2,1,3,-0.5,0.1,0,-4,-1,10
COc1ccc([C@H]2CC(=O)C=C(c3ccccc3C(F)(F)F)C2)cc1,.,7,9,3.4,0.0,.,.,18,2
C[n+]1cnn2c1SCC1(COC1)C2,3,-7,7,1.4,0.0,1,1,7,5
O=C(O)CSCc1c(F)cccc1Cl,-2,-3,4,-0.5,0.0,-4,-3,0,-6
O=C(O)CC(C(=O)OCC1CCCO1)N1CCOCC1 (configuration not stated),-4,-1,5,1.9,-0.1,7,0,2,-4
O=C(NCCNC(=O)c1ccccc1[N+](=O)[O-])c1ccccc1[N+](=O)[O-],-2,-4,2,3.7,-0.1,1,0,2,-12
OC(CN1CCN(c2ccccc2Cl)CC1)c1ccccc1 (configuration not stated),-5,1,-3,1.9,0.1,-5,9,-4,5
COC(=O)c1ncn(C2OC(COC(C)=O)C(OC(C)=O)C2OC(C)=O)n1 (configuration not stated),2,-4,5,0.1,-0.1,1,-2,6,4
O=c1c2c(c(-c3ccccc3)nn1Cc1ccccc1)CCCC2,1,2,13,2.2,0.0,2,7,0,-14
COc1ccc(N2CCN(C(=O)CSc3nc4c(c(=O)n(C)c(=O)n4C)n3C(C)C)CC2)cc1,1,-4,0,0.9,0.0,-3,0,36,47&-2
CC(C)c1ccc2c(c1)C(=O)NC(C)(C)C2,-1,-1,-4,-0.2,0.0,0,1,7,-7
CCCn1c(SCC(=O)Nc2ccccc2OC)nnc1-c1ccco1,-2,-2,-2,0.1,-0.2,4,-14,-12,27
O=C1CC(SCc2nc3ccccc3[nH]2)C(=O)N1c1ccc(F)cc1 (configuration not stated),-1,-3,1,2.7,0.0,-2,7,-2,11
c1ccc(-c2ccc3nnnn3n2)cc1,2,-1,-1,-2.7,0.0,3,-3,-9,8
COc1ccc(O)c(CNc2ccccc2F)c1,1,-2,-1,0.8,0.1,3,-1,-4,5
CCN(CC)CCOC(=O)c1ccc(NC(=O)CCNC(=O)Cn2ccc3ccccc3c2=O)cc1,4,-2,3,0.5,0.0,-1,2,0,7
Fc1ccc(-c2cnc3n2CCCCC3)cc1,6,-2,-1,0.1,0.1,3,-7,8,-11
COc1ccc(C)cc1NC(=O)CSc1nnc(-c2ccco2)n1N,1,-5,0,-2.2,-0.2,-1,1,0,-1
O=C(NCCc1ccccc1F)C1CCC(=O)N(Cc2ccc(Cl)cc2)C1 (configuration not stated),1,-5,-5,0.3,0.3,-3,0,-1,12
COc1ccc(/C=C(\NC(=O)c2ccc(Cl)cc2)C(=O)NCCCn2ccnc2)cc1OC,1,-1,-2,0.1,0.1,8,-4,12,-11
c1ccc(OCCSc2nc3ccccc3o2)cc1,2,2,4,3.2,0.1,4,-4,0,4
Cn1c(-c2ccc(F)cc2)cnc1SCC(=O)NNC(=O)Cc1ccccc1,1,-2,-1,2.5,0.2,-3,-3,-3,5
CC(=O)OC(C)(C)C#CCN1CCCC1,1,-4,0,-2.6,0.0,-2,8,-7,-2
c1csc(C2CCCN2c2nc3nonc3nc2NC2CC2)n1 (configuration not stated),-4,-3,-1,3.4,0.0,2,-2,1,-1
CC12CN3CCN(CC(C3)/C1=N\NC(=O)Nc1cccc(Cl)c1)C2,0,0,-6,2.6,0.1,-2,0,-6,1
COc1ccccc1C(=O)NCC(=O)NC1CCCc2ccccc21 (configuration not stated),-1,0,-2,-0.6,0.0,-1,2,0,39
CC(Oc1ccc2ccc(=O)oc2c1)C(=O)NC1CC(C)(C)NC(C)(C)C1 (configuration not stated),3,-3,-7,0.8,0.0,-2,-1,6,-7
O=C(COC(=O)C1(c2ccccc2)CCCC1)N1CCNC1=O,.,-2,-1,2.0,0.3,.,.,17,10
O=C(NC(=S)Nc1ccccn1)c1ccc(-c2ccccc2)cc1,0,2,7,0.8,0.0,3,-7,7,-3
O=C(N/N=C/c1cccc(Br)c1)c1ccc(N2CCCC2=O)cc1,3,-4,-6,-2.3,0.6,-1,7,-6,-10
CCCCn1c(N)c(N(CCC(C)C)C(=O)c2oc3ccc(OCC)cc3c2C)c(=O)[nH]c1=O,2,-1,-2,-0.1,-0.1,-3,14,7,140
CCN(CC)S(=O)(=O)c1cccc(C(=O)N2CC(O)CC2C(=O)OC)c1 (configuration not stated),-3,-2,0,1.0,-0.2,0,-3,19,-1
CC(C)C1N=C2c3ccccc3N=C(SCC(=O)c3ccc(O)c(O)c3)N2C1=O (configuration not stated),-1,-6,6,-2.7,0.1,5,0,14,3
CCCn1c(C2CCCN2c2nc(-c3cccc(Br)c3)cs2)nc2ccccc21 (configuration not stated),2,7,10,1.7,-0.1,1,8,3,-14
COc1cc(C(=O)NCC2CCCO2)ccc1OCc1ccccc1 (configuration not stated),2,-5,-9,0.5,1.2,0,-2,9,9
O=C(CCN1CCN(c2ccccc2)CC1)c1ccc(Br)cc1,-5,7,19,-9.1,-0.1,8,0,1,-3
CCOc1ccc(C(=O)NCC(c2cccs2)N(C)C)cc1 (configuration not stated),1,2,-3,2.7,-0.1,-6,10,0,12
Cc1ccc(Cn2ccc(NC(=O)c3cc(C)on3)n2)cc1,-4,-2,1,1.9,0.2,0,-5,-2,-3
Cc1ccc(C)c2c1cc(C)c1nnc(SCC(=O)Nc3cccc(C(=O)O)c3)n12,-2,-3,6,1.2,-0.3,0,-6,-3,-8
COc1ccc2c(c1)c(C(=O)N/N=C/c1ccc(Cl)cc1)c(C)n2C,-3,-2,2,0.6,-0.1,4,6,5,1

# At a glance, part of the list above.
SMILES,TPT1 inh,PP1 counter,LYPLA2 inh,PP5 primary,Efflux pump inh,Fh CTSL1 inh,core dimer inh,PREPL inhibitor,GASC-1 inh
O=C(NC(=S)Nc1ccccn1)c1ccc(-c2ccccc2)cc1,0,2,7,0.8,0.0,3,-7,7,-3
O=C(N/N=C/c1cccc(Br)c1)c1ccc(N2CCCC2=O)cc1,3,-4,-6,-2.3,0.6,-1,7,-6,-10

# Additional compounds.
SMILES,TPT1 inh,PP1 counter,LYPLA2 inh,PP5 primary,Efflux pump inh,Fh CTSL1 inh,core dimer inh,PREPL inhibitor,GASC-1 inh
CCOc1ccc(N=NC2C(=O)N(C(N)=S)N=C2C)cc1 (configuration not stated),4,8,9,1.8,-0.1,8,-24,13,4
CCCCOCCCNS(=O)(=O)Cc1ccccc1,4,-4,4,-1.3,0.0,-5,6,12,14
Cc1c(C(=O)NCCSCc2ccc(F)cc2)cnn1-c1ccc(Cl)cc1,-1,4,-2,3.9,0.2,4,-1,-9,-2
CCOC(=O)c1c(C)nc(C)c(C(=O)OCC)c1-c1ccc(O)c(OC)c1,4,-4,-2,1.4,-0.1,-3,-3,-8,-21
C/C(N)=C(/C#N)C(=O)CSc1nncn1-c1ccccc1,-4,-6,2,-2.8,0.1,-3,2,-4,6
COc1ccc(-c2cc(C(=O)NCCCN3CCOCC3)c3cc(C(C)C)ccc3n2)cc1,0,-3,7,-0.1,0.1,3,6,12,8
COc1ccc(/C(C)=N/N2C(C)CCCC2C)c(OC)c1 (configuration not stated),1,0,-4,2.6,-0.4,-2,-2,-8,-1
CCCCN(C(=O)CCCc1nc2ccccc2s1)c1c(N)n(CCCC)c(=O)[nH]c1=O,0,-5,3,-2.7,1.6,2,-7,2,3
Cc1ccc(Cn2c(=N)n(CC(=O)c3ccc([N+](=O)[O-])cc3)c3ccccc32)cc1,2,0,16,-2.4,-0.4,0,-1,-13,-6
CCC(=O)NCCN1CCN(C(=O)CC)CC1,-4,-1,3,0.5,-0.1,0,-4,2,-4
O=C(Cc1ccccc1[N+](=O)[O-])NCc1ccc(Cl)cc1,1,1,0,2.1,0.0,-1,-3,-7,17
CC1CC(CC(C)C(=O)NC(=S)Nc2ccc(S(N)(=O)=O)cc2)C(=O)O1 (configuration not stated),-2,-1,-3,0.4,-0.1,0,-2,13,-25
COc1ccc(CNC(=O)c2cccc(NC(=O)c3ccccc3)c2)cc1,-3,-1,-5,1.3,0.1,1,14,1,-6
O=C(OCCN1CCOCC1)c1ccc(OCCN2CCOCC2)cc1,-2,-1,5,-4.0,0.0,2,0,0,9
C[C@]12CC[C@@H]3c4ccc(O)cc4CC[C@H]3[C@@H]1CC[C@@H]2O,-2,-6,5,-1.1,0.0,-3,5,2,-8
C=CCn1c(SCC#N)nnc1-c1ccc2ncccc2c1,-2,-4,-3,0.9,0.0,-1,-2,-2,-10
Oc1c(N=Nc2ccccc2)sc2ccccc12,23,2,-8,2.1,0.0,2,-19,-1,1
Cc1cc(S(=O)(=O)NC(C)C)ccc1OCC(=O)NCc1ccccc1,1,-1,3,3.5,-0.2,-5,-5,6,-3
CC(C)CN(C(=O)COC(=O)Cn1cnc2ccccc2c1=O)C1CCS(=O)(=O)C1 (configuration not stated),2,1,0,1.2,-0.1,0,-5,-5,-14
CCOC(=O)CSc1nc2ccc(S(=O)(=O)N3CCOCC3)cc2[nH]1,1,-2,7,-0.7,0.0,7,-1,-2,-4
Cc1cccc(CN2CCCC(C(=O)N3CCc4ccccc4C3)C2)c1 (configuration not stated),3,-10,1,3.1,0.2,-7,-1,13,10
CCc1cccc(NC(=O)Cc2cn(C)c3ccccc23)c1,-6,10,5,4.0,-0.1,-1,-2,-5,-4
O=C(Nc1ccccc1Oc1ccsc1C(=O)O)c1ccccc1,2,-1,-5,0.7,-0.1,-1,4,-5,1

# This is a subset. The share of hits here may be higher or lower than overall.
